Statin myotox sup: suppressors of statin myotoxicity in C2C12 myotubes, primary screen, cell-based, single point, plate reader. C2C12 myotubes + simvastatin, ATP luminescence, 48 h; scaled: DMSO 0, geranylgeraniol control 100. rescue of ATP level, % at 7.49 µM. 0.78% of 330,000 active;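 active means mean ATP rescue above about 67%, or every replicate alone reaching that limit, limit read from the data, passing the limit was not always enough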;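 further: myotubes were challenged with 10 µM simvastatin during compound exposure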
PglD DTNB: C. jejuni PglD acetyltransferase inhibitors, primary screen, biochemical, DTNB colorimetric, single point; 0.098% of 360,000 active; purified PglD enzyme, DTNB colorimetric CoA detection; inhibition, % at 12.5 µM; UDP-N-acetylbacillosamine N-acetyltransferase PglD (Campylobacter jejuni); AID 602405, 2012; in the data active means inhibition above about 16%, passing the limit was not always enough; further: strong numbers were not always called active
miR-122 sensor: miR-122 Renilla sensor signal increase in Huh7, primary screen, miR-122 inhibitor project, cell-based, single point, plate reader; Huh7 miR-122 Renilla luciferase sensor, 48 h; neutral wells = 0, positive control = 100; activation (reporter increase), % at 12.5 µM; 0.3% of 340,000 active; AID 602342, 2012;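 active means mean replicate activation score at least 90 and every replicate individually at or above 90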;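 further: higher luciferase means less miR-122 activity so hits act as miR-122 inhibitors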
Cneo AK release: Cryptococcus neoformans cell lysis inducers, primary screen, AK release luminescence, single concentration; 0.2% of 360,000 active; C. neoformans lysis, adenylate kinase release luminescence, 4 h; normalised: neutral wells 0, clomiphene wells 100; lysis activity, % at 15 µM;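 active means mean lysis activity across replicates of at least 80%, whatever share of replicates individually reach that level; inactive means mean lysis activity below 80%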
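read-out = cell lysis signal | test system = log-phase Cryptococcus neoformans yeast cells | input = cells at 5 × 10^6 per mL | medium = fresh YPD growth medium | signal = luminescent adenylate kinase detection reagent | timing = 4 h at 37 °C static, read 1 h later | dosing = single dose | controls = Clomiphene as positive lysis control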
F508del corr: F508del CFTR correction, initial screen, CFBE line, single point; CFBE cells, YFP halide quenching; stimulated with forskolin plus potentiator P3; % fluorescence drop versus neutral controls; activity (quench increase), % at 7.58 µM; 0.36% of 350,000 active;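 active means mean added fluorescence quench of at least 8% versus neutral control, with both replicates also reaching 8%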;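 further: cells transiently co-express mutant CFTR-F508del with the halide-sensitive YFP; corrector assay measuring rescue of mutant channel to the surface after 24 h compound exposure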
FN deposit inh: inhibitors of fibronectin matrix deposition, primary screen, AH1F cells, Alexa488-fibronectin fluorescence, plate reader. inhibition, % at 12.6 µM. 0.086% of 350,000 active. AH1F fibroblasts, overnight;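 active means mean inhibition across replicates of 30% or more, regardless of how many single replicates reach that level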;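 further: positive control wells lacked labelled fibronectin entirely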
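Assay system: AH1F fibroblast monolayer, labelled fibronectin deposition. Amount: 10000 cells per well. Also added: labelled fibronectin 24 nM. Compound: single-point pinned compound. Incubation: cell attachment 1 h, compound and FN exposure overnight. Detection: fluorescence after three HBSS washes, excitation 485 nm, emission 525 nm. Read-out: inhibition of fibronectin deposition signal.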
GSIS activator: GLuc luminescence reporter in INS-1E cells, primary screen for activators of glucose-dependent secretion of insulin | INS-1E GLuc reporter insulin secretion, 2-3 h | 0.61% of 370,000 active | activation, % at 16.6 µM | AID 743287, 2014;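 active means lowest replicate activation of at least 40%, so every replicate reaches that level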;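 further: 0% = median of neutral control wells and 100% = median of IBMX positive control wells; some compounds called inactive have numbers as strong as hits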
PGC1a acetyl inh: inhibitors of PGC1a acetylation signal, primary screen, cell-based, U2OS, AlphaScreen, inhibitor mode | inhibition, % at 15.6 µM | AID 651687, 2012 | 0.17% of 350,000 active | AlphaScreen anti-acetyl-lysine; with virally co-expressed GCN5 acetyltransferase;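 active means every replicate shows inhibition of at least 40%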;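 further: 0% = neutral control wells and 100% = positive control wells; some results beyond the cut were filed as inactive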
* hit, by the source's call; · = no result given; [ ] = remark or other dose.

SMILES	Statin myotox sup	PglD DTNB	miR-122 sensor	Cneo AK release	F508del corr	FN deposit inh	GSIS activator	PGC1a acetyl inh
CC(c1ccccc1)n1c(Br)nc2c1c(=O)[nH]c(=O)n2C (stereo not drawn)	2	6	-1	-9	3.2	-2	-3	17
COCCN(C(=O)c1cc(Cl)nc2ccccc12)c1c(N)n(Cc2ccccc2)c(=O)[nH]c1=O	11	-2	-3	2	0.5	6	11	1
Cc1cccc(C)c1NC(=O)C(C)Sc1n[nH]c(-c2ccncc2)n1 (stereo not drawn)	17	5	-3	8	0.8	-1	5	4
CCNC(=O)Nc1ccc2c(c1)C(=O)N(C)[C@H]1CC[C@H](CC(=O)Nc3cccc(F)c3)O[C@@H]1CO2	32	2	-67[16.7 µM]	5	-1.0	-3	5	-3
CC1CCN(CC(=O)Nc2ccc(C(=O)N3CCCCC3)cc2)CC1	9	0	·	0	3.4	-10	3	·
CCCNC(=O)N1C[C@@H](O)COC[C@H]2O[C@@H](CC(=O)NCc3ccncn3)CC[C@@H]21	-7	0	4[16.7 µM]	1	-3.4	-11	17	-5
COc1cccc(NC(=O)CNC(=O)c2ccc(C)o2)c1	7	3	-4	0	1.9	7	-1	-6
CCc1nc2ccc(C(=O)NCCOc3ccc(OC)cc3)cn2c1N(C)Cc1ccc(OC)cc1	-32	-1	2	1	0.1	-4	-19	-10
Cc1noc(C)c1NC(=O)Nc1ccc2c(c1)C(=O)N([C@@H](C)CO)C[C@H](C)[C@H](CN(C)C)O2	-1	-2	0[16.7 µM]	47	-1.9	·	-1	4
CN(C)c1cc2c(cc1NS(=O)(=O)c1ccccc1)n(C)c(=O)n2C	8	-6	·	-1	-0.3	2	41	·
S=c1[nH]ccn1-c1c(Cl)cccc1Cl	3	0	·	2	7.6	1	5	·
N#CCCCSC1=C(C#N)C(c2ccccc2Cl)CC(=O)N1 (stereo not drawn)	·	-1	1	6	·	-11	·	·
CCOc1ccc(/C=N/Nc2cc(N3CCOCC3)ncn2)c(O)c1	-66	-4	2	-1	7.2	26	·	4
COc1ccc(NC(=O)Nc2ccc3c(c2)C(=O)N([C@@H](C)CO)C[C@H](C)[C@@H](CN(C)S(=O)(=O)c2ccc(F)cc2)OCCCC[C@H](C)O3)cc1	·	0	-3[16.7 µM]	1	1.9	-11	6	-18
Cc1cccc(CNC(=O)C2CCC(=O)N(C3CCCCCC3)C2)c1 (stereo not drawn)	6	1	·	15	-1.6	8	0	·
CN(C)c1cc(NC(=O)CN2CCCC2)c2ccccc2n1	·	-2	-7	-3	3.2	-4	·	·
Cc1cccn2c(CN3CCNC(=O)CC3)c(C(=O)N(C)CCc3ccccc3)nc12	·	·	·	·	-0.5	5	-8	-1
COCCNC(=O)c1cc(-c2ccccc2)nn1Cc1cc(C)no1	-5	8	3	-1	-3.6	1	7	9
CCN1C(=O)[C@H]2[C@H]3CN=C(SCc4ccccc4)N3[C@@](C)(C(=O)OC)[C@H]2C1=O	-1	-10	-3	-4	3.6	1	1	-1
C=CC[C@@H](Cc1ccc(F)cc1)C(=O)OC[C@@H]1CCCN1C(=O)[C@@H](CC=C)CC(=O)N(CCO)Cc1ccccc1	0	5	-5	-3	-6.0	5	-13	4

Two entries picked at random from the list so far:
SMILES	Statin myotox sup	PglD DTNB	miR-122 sensor	Cneo AK release	F508del corr	FN deposit inh	GSIS activator	PGC1a acetyl inh
CC1CCN(CC(=O)Nc2ccc(C(=O)N3CCCCC3)cc2)CC1	9	0	·	0	3.4	-10	3	·
C=CC[C@@H](Cc1ccc(F)cc1)C(=O)OC[C@@H]1CCCN1C(=O)[C@@H](CC=C)CC(=O)N(CCO)Cc1ccccc1	0	5	-5	-3	-6.0	5	-13	4

Next section.
SMILES	Statin myotox sup	PglD DTNB	miR-122 sensor	Cneo AK release	F508del corr	FN deposit inh	GSIS activator	PGC1a acetyl inh
Cc1nn(-c2ccccc2)c(Cl)c1/C=N/NC(N)=O	·	3	-3	0	1.6	-1	7	7
COc1cc2c(cc1NC(=O)COc1ccccc1OC)oc1ccccc12	-21	3	0	-2	·	-3	36	-4
COC(=O)C1CCN(C2CN(Cc3ccccc3)S(=O)(=O)C2)CC1 (stereo not drawn)	2	6	-4	0	2.7	-1	9	14
COC(=O)[C@H]1[C@H](CO)[C@H]2Cn3c(ccc(-c4ccc(F)cc4)c3=O)[C@H]2N1Cc1ccccn1	1	-1	-4[16.7 µM]	2	0.3	·	-6	·
Cc1c(C(=O)O)oc2ccc(S(=O)(=O)N3CCC(C)CC3)cc12	-2	4	-10	1	·	·	·	25
CCn1c2ccccc2c2cc(CNCCCN3CCOCC3)ccc21	-6	1	1	1	4.0	8	19	-30
Cc1ccccc1NC(=O)C1CCN(S(=O)(=O)c2ccc3c(c2)NC(=O)C(C)S3)CC1 (stereo not drawn)	5	0	-6	0	0.8	9	-19	-6
CNC[C@H]1OCCCC[C@H](C)Oc2ccc(NC(=O)NC3CCCCC3)cc2C(=O)N([C@H](C)CO)C[C@@H]1C	-21	0	-3[16.7 µM]	6	-0.6	·	-4	16
COCC(=O)Nc1ccc2c(c1)C(=O)N(C)C[C@H](OC)[C@H](C)CN(CCC(F)(F)F)[C@@H](C)CO2	-2	6	12[16.7 µM]	1	-0.2	7	6	-1
O=C(c1ccco1)N1CCN(Cc2nnc(-c3ccccc3F)o2)CC1	5	-2	1	0	2.1	3	15	14
COCCCN1C(=O)c2ccc(C(=O)Nc3ccc(OC)cc3)cc2C1=O	·	·	-2	·	·	-7	15	2
Cc1ccc(S(=O)(=O)N2CCN(C(=O)CN3C(=O)c4ccccc4C3=O)CC2)c(C)c1	1	0	-6	-1	1.0	3	6	22
CCC(=O)N1[C@H](CO)[C@H](c2ccccc2)C12CN(C(=O)CN1CCOCC1)C2	·	·	·	·	-0.8	-5	4	4
CCN(CC)c1cc(C)c2ccccc2n1	-15	1	1	0	·	14	·	5
CN1CCC(=O)N([C@H](CSc2ccc(Br)cc2)c2ccccc2)CC1	15	6	-4	-1	0.5	19	-21	-1
CCc1nc2c(OCc3ccc(C(=O)OC)cc3)cccn2c1N(C)C(=O)c1ccc(OC)cc1	-8	0	-1	-1	-2.4	1	-20	2
Cc1ccc2nc(Cl)nc(-c3ccccc3)c2c1	6	4	-1	-3	1.6	4	51*	-7
Clc1ccc(SCc2cn3ccsc3n2)cc1	·	-1	-3	-2	·	-7	·	8
O=C1NC2(CCCCC2)C(=O)N1c1ccc(Cl)cc1	-27	0	2	-2	-0.2	4	-11	-1
NS(=O)(=O)c1ccc(CCNC(=O)c2cc(-c3ccco3)nc3ccccc23)cc1	-6	-7	·	1	3.3	2	25	·
CN1C(=O)C2(C(C#N)=C(N)N(c3cc(Cl)cc(Cl)c3)C3=C2C(=O)CCC3)c2ccccc21 (stereo not drawn)	·	5	-6	0	·	·	2	30
CCCCn1c(N)c(N(CCOC)C(=O)COC(=O)C(C)(C)Oc2ccc(Cl)cc2)c(=O)[nH]c1=O	-1	-4	4	-1	-1.2	·	-25	-9
Cc1nn(-c2ccccc2)c(Cl)c1/C=N/NC(=O)OC(C)(C)C	·	-1	-6	0	·	-2	3	3
CC(=O)Oc1c(Br)cc(N(C(C)=O)S(=O)(=O)c2ccccc2)c2ccccc12	11	0	33	-1	-1.5	-4	-19	3
Cc1ccc(NC(=O)CN(C)C(=O)c2ccc(OCc3cn4ccccc4n3)cc2)cc1	-22	5	-10	-1	-2.6	5	-14	20
CCOC(=O)C1(Cc2cccc(OC)c2)CCCN(C(=O)c2cc(C)on2)C1 (stereo not drawn)	-4	-5	·	2	-1.6	-5	-7	·
COc1cc(CCCN2CCNC[C@H]2Cc2cccc3ccccc23)cc(OC)c1OC	1	-2	·	15	-0.3	3	7	·
CN1N=C(C(C)(C)C)CSC1=Nc1ccccc1	-7	·	·	·	·	-1	1	-2
CC(C)NC(=O)C1(C)CCN1C(=O)c1ccccc1Oc1ccccc1 (stereo not drawn)	-1	0	9	-2	-3.1	-7	8	4
C[C@@H]1CN([C@H](C)CO)C(=O)Cc2cc(NC(=O)Nc3ccc(F)cc3)ccc2O[C@H]1CN(C)Cc1ccccc1	34	-2	-2[16.7 µM]	-6	-0.2	·	-12	12
CC(C(=O)N(C)C1CCCCC1)N1CCC(C(N)=O)CC1 (stereo not drawn)	5	-2	·	-3	1.6	1	15	·
CSc1ncccc1C(=O)OCc1ccc(C#N)cc1	14	3	-5	6	·	-4	·	0
CC(O)CN(CCC(N)=O)CCC(N)=O (stereo not drawn)	-3	-6	-3	-1	·	0	·	-9
C[C@@H](NC(=O)C[C@@H]1C=C[C@@H](NC(=O)Cc2ccccn2)[C@H](CO)O1)c1ccccc1	2	-2	·	1	-0.6	6	-4	4
C=CCNC(=S)NNC(=O)C(CCC(C)C)CC(C)O (stereo not drawn)	19	0	4	2	·	·	·	9
COc1ccccc1C1SCCN1C(=O)c1ccc([N+](=O)[O-])cc1 (stereo not drawn)	·	·	·	·	0.7	-1	1	7
COc1ccccc1NC(=O)c1cc(N2C(=O)C3C4CCC(C4)C3C2=O)ccc1Cl (stereo not drawn)	-5	5	-4	0	-0.1	2	-3	·
C[C@H]1CN([C@@H](C)CO)C(=O)c2ccccc2-c2ccccc2CO[C@H]1CN(C)C(=O)CCN(C)C	·	4	·	-1	1.9	7	-12	2
COc1ccccc1CC(=O)Nc1ccc([N+](=O)[O-])cc1OC	·	0	1	-1	-0.2	1	·	-28
CC(=O)Nc1ccc2c(c1)ncn2C1CCCCC1	·	-1	-9	4	·	11	1	-3

Not a retest: twelve of the compounds above.
SMILES	Statin myotox sup	PglD DTNB	miR-122 sensor	Cneo AK release	F508del corr	FN deposit inh	GSIS activator	PGC1a acetyl inh
CN1C(=O)C2(C(C#N)=C(N)N(c3cc(Cl)cc(Cl)c3)C3=C2C(=O)CCC3)c2ccccc21 (stereo not drawn)	·	5	-6	0	·	·	2	30
CCCCn1c(N)c(N(CCOC)C(=O)COC(=O)C(C)(C)Oc2ccc(Cl)cc2)c(=O)[nH]c1=O	-1	-4	4	-1	-1.2	·	-25	-9
Cc1nn(-c2ccccc2)c(Cl)c1/C=N/NC(=O)OC(C)(C)C	·	-1	-6	0	·	-2	3	3
CC(=O)Oc1c(Br)cc(N(C(C)=O)S(=O)(=O)c2ccccc2)c2ccccc12	11	0	33	-1	-1.5	-4	-19	3
Cc1ccc(NC(=O)CN(C)C(=O)c2ccc(OCc3cn4ccccc4n3)cc2)cc1	-22	5	-10	-1	-2.6	5	-14	20
CCOC(=O)C1(Cc2cccc(OC)c2)CCCN(C(=O)c2cc(C)on2)C1 (stereo not drawn)	-4	-5	·	2	-1.6	-5	-7	·
COc1cc(CCCN2CCNC[C@H]2Cc2cccc3ccccc23)cc(OC)c1OC	1	-2	·	15	-0.3	3	7	·
CN1N=C(C(C)(C)C)CSC1=Nc1ccccc1	-7	·	·	·	·	-1	1	-2
CC(C)NC(=O)C1(C)CCN1C(=O)c1ccccc1Oc1ccccc1 (stereo not drawn)	-1	0	9	-2	-3.1	-7	8	4
C[C@@H]1CN([C@H](C)CO)C(=O)Cc2cc(NC(=O)Nc3ccc(F)cc3)ccc2O[C@H]1CN(C)Cc1ccccc1	34	-2	-2[16.7 µM]	-6	-0.2	·	-12	12
CC(C(=O)N(C)C1CCCCC1)N1CCC(C(N)=O)CC1 (stereo not drawn)	5	-2	·	-3	1.6	1	15	·
CSc1ncccc1C(=O)OCc1ccc(C#N)cc1	14	3	-5	6	·	-4	·	0
